# SDO1 yeast rescue: restores growth of sdo1-depleted yeast; z-score at 10 µM; AID 817; 140,000 tested, 0.21% active; S. cerevisiae sdo1-depleted JHY4D growth rescue, OD600 30 h; hits give high values; pdr5 snq2 efflux-pump mutant strain;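 active means z-score above 3 at both the 24 hr and the 30 hr optical density reads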;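 further: z-score against mean and SD of all compound wells on the same plate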
# Insulin prom inh: TRM-6 insulin promoter activity inhibition; TRM-6 cells (human fetal islet line), insulin promoter-eGFP reporter, imaging; reporter expression induced with tamoxifen; inhibition, % at 2 µM; 130,000 tested, 0.9% active;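 active means inhibition above the mean plus 3 SD, with well images judged a real hit on visual review, cut at about 60% in these data, passing the limit was not always enough; inconclusive means inhibition over the cutoff but images rejected on review; inactive means inhibition not above the cutoff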
# SDO1 yeast rescue Rescue 24 h: further read-out of SDO1 yeast rescue, marked with its call; z-score; S. cerevisiae sdo1-depleted JHY4D growth rescue, OD600; measured here: growth rescue at 24 h;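 0 is the plate mean of compound wells and units are plate SD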
# The depositor's hits bear a star; ? = inconclusive; . = not tested or not shown.
SMILES,SDO1 yeast rescue,SDO1 yeast rescue Rescue 24 h,Insulin prom inh
COCCN(C(=O)CCCC(=O)Nc1ccccn1)C(C(=O)NC1CCCCC1)c1ccc(C)cc1 (stereo not given),0.8,0.7,-18
COC(=O)c1ccccc1NC(=O)CSc1nc(O)cc(=O)n1C1CCCC1,0.03,-0.73,-43
O=[N+]([O-])c1ccc(-c2ccc(/C=N/c3c(-c4ccco4)nc4ccccn34)o2)c(Cl)c1,-0.74,1.4,.
O=C(Cc1ccccc1)Nc1nc(-c2cccs2)cs1,-1,0.43,57
Cc1ccc(C(=O)CSc2nnc(Cn3nnc4ccccc43)n2C)cc1,2.2,4.1,-71
CCn1cc(NC(=O)Nc2ccc(OC)c(OC)c2)c(C(N)=O)n1,1,0.89,-23
CCCCN(C)CCn1c(=S)[nH]c2ncccc2c1=O,-0.66,-0.92,-7
CCOC(=O)Cn1nc(C)n(-c2ccc(C(C)(C)C)cc2)c1=O,1.1,0.17,-48
O=C(N/N=C/c1ccc(N2CCOCC2)o1)c1cccc([N+](=O)[O-])c1,1.1,0.42,29
CCSc1nc2sc3c(c2c(=O)[nH]1)CC(C)(CC)OC3 (stereo not given),-0.34,-0.42,-18
COC(=O)c1cc(Br)ccc1-c1ccc(/C=N/n2nnnc2N)o1,-0.57,-2.2,31
N#Cc1c(Nc2ccccc2)sc(C(=O)c2ccccc2)c1N,-1.7,-0.72,10
O=Cc1c(OCc2ccccc2)ccc2ccccc12,.,.,25
COc1ccc2cc3[n+](cc2c1OC)CCc1cc2c(cc1-3)OCO2,-0.05,-0.76,67*
O=C(Nc1ccc(Cl)cc1)Nc1nnc(CSCc2ccccc2)s1,-1.3,-0.54,.
CCOc1cc(-c2noc(N)c2C#N)cc(OCC)c1OCC,-2.3,-1.6,-2
Cc1sc(-c2ccccn2)nc1OC(=O)c1cccc(Cl)c1Cl,-0.8,-0.58,22
COc1ccccc1C(=O)Nc1sc2c(c1C(=O)NCc1ccco1)CCCC2,0.41,2.1,-6
Cc1sc2nc(COC(=O)C(NC(=O)c3ccc(Cl)cc3Cl)C(C)C)[nH]c(=O)c2c1C (stereo not given),0.07,1.2,-61
O=CNC(Cc1ccccc1)C(=O)O (stereo not given),0.1,-0.44,7
CC(=O)NN1C(=O)c2ccccc2NC1c1ccccn1 (stereo not given),1.7,2.9,10
COc1cc(NC(=O)c2onc(C)c2Cl)c(OC)cc1Cl,0.13,0.05,.
c1ccc(-c2csc(Nc3ncccn3)n2)cc1,0.64,0.35,6
CCc1nnc(NC(=O)Nc2ccccc2OC)s1,0.06,0.62,.
COc1cccc(/C=C2\C(=O)C(=O)c3ccccc32)c1,-0.04,-1.4,-178
Cc1nnc(SCc2ccccc2)nc1/C=C/NOCc1ccc(Cl)cc1Cl,1.3,3.3,-8
Cc1nnc(NC(=O)CSc2nc(C(C)C)nc3sc(C)c(C)c23)s1,-0.32,1.4,-20
O=C(NCCN1CCCCC1)c1ccc2c(c1)OCCO2,-0.35,0.08,-68
O=C(Nc1ccccc1N1CCCC1)c1cccnc1Cl,0.68,0.23,38
COc1ccc(Cl)cc1N(CC(=O)N(C)C)S(=O)(=O)c1ccc(C)c([N+](=O)[O-])c1,.,.,-89
CCCNC(=S)N1CCN(C)CC1,0.72,0.02,21
COc1ccccc1-c1cc(C(F)(F)F)nc(N2CCN(c3ccccc3)CC2)n1,-0.62,-1,-33
Cc1ccc(N2CCCCn3c2nc2c3c(=O)[nH]c(=O)n2C)cc1,-0.13,0.56,.
CCOC(=O)c1c(NC(=O)OC)sc2c1CCC2,-0.76,-0.47,31
CC(=O)c1cccc(NC(=O)C2CCN(S(=O)(=O)c3ccc(C)cc3)CC2)c1,-0.15,-0.11,0
N#Cc1ccc(NC(=O)Nc2ccc(Cl)cc2)cc1,-1.9,-0.96,.
O=C(CCc1ccccc1)Nc1ccc(Cl)cn1,-0.61,-0.93,-91
CCOc1c(OC(C)=O)ccc(/C=C/c2ccc3cccc(OC)c3n2)c1[N+](=O)[O-],-0.75,-0.6,22
Cc1ccc(/C=N/N2CCN(Cc3ccc(Cl)cc3)CC2)o1,0.34,-0.7,-3
CC(=O)N1CCN(c2ccc(Nc3ncnc4c3oc3ccccc34)cc2)CC1,1.3,1.4,.
CC(C)CC(=O)NC(=S)NCCc1ccccc1,-1.2,-0.75,-20
Cn1cc(C(=O)c2cccc(Cl)c2Cl)cc1C(=O)O,1.4,1.4,12
Cc1nc(N2CCOCC2)c(C#N)c2c1COC(C)(C)C2,0.28,-0.48,-418
CCn1c(C)nc2cc(S(=O)(=O)N3CCCCC3)ccc21,-0.42,-0.66,-9
O=C(c1ccc([N+](=O)[O-])s1)N1CCN(c2ccccc2)CC1,0.85,0.86,.
Cc1cc(C)c(NC(=O)CN(C2CCCCC2)C2CCCCC2)c(C)c1,-1.2,0.12,.
COC(=O)c1ccc(C)c(-n2c(C)cc(C=O)c2C)c1,0.69,1.3,-77
Cc1[nH]n(-c2ccccc2)c(=O)c1C(c1ccccc1C(=O)O)c1c(C)[nH]n(-c2ccccc2)c1=O,-0.1,-0.33,-38
Cc1ccc(S(=O)(=O)N2CCCC2)cc1S(=O)(=O)N1CCCC1,-0.29,-0.64,-44
CCOc1ccccc1NC(=O)Cn1c(=O)c2ccccc2n(CC)c1=O,-0.42,-0.96,-23
NS(=O)(=O)c1ccc(CCNC(=O)CSc2nc3ccsc3c(=O)n2CCCCC(=O)O)cc1,.,.,7
COc1ccc(NC(=S)N(Cc2ccccn2)Cc2ccccc2Cl)cc1,.,.,-40
CN1CCN(NC(=O)c2ccc(Cl)c([N+](=O)[O-])c2)CC1,1.4,1.2,13
N#CC1=C(N)NC(SCc2ccc(Cl)cc2)=C(C#N)C12CCCCC2,-0.96,-0.82,-93
COC(=O)c1ccc(CSc2ccc3nnc(-c4cccc(F)c4)n3n2)o1,-0.7,-0.84,.
CC(NC(=O)c1ccc(CS(=O)(=O)Cc2ccccc2F)o1)c1ccc2c(c1)OCCO2 (stereo not given),-0.22,0.07,-22
CCOC(=O)c1snc2c(=O)[nH]cnc12,1.1,1.9,-21
COc1ccc(OC)c(/C=N/NC(=O)c2[nH]nc3c2CCc2ccccc2-3)c1,-0.08,-0.98,14
CCn1ncc(Br)c1C(=O)Nc1ccn(C23CC4CC(CC(C4)C2)C3)n1,-1.2,-1.2,19
Cc1ccc2cc(C(c3nnnn3C3CCCC3)N3CCOCC3)c(=O)[nH]c2c1C (stereo not given),0.53,0.23,.
# Going on with the list:
SMILES,SDO1 yeast rescue,SDO1 yeast rescue Rescue 24 h,Insulin prom inh
COc1cccc2c1OC1(C)CC2NC(=O)N1 (stereo not given),0.03,-0.45,-7
CCOC(=O)Cc1csc(NC(=O)COc2ccccc2OCC)n1,0.8,1.4,11
COc1cccc(Cn2cnc3c(NS(=O)(=O)c4cc(Cl)ccc4Cl)c(C)c(C)cc32)c1,-0.68,-0.37,-4
Cc1ccc(NC(=O)CS(=O)Cc2nc(-c3ccc(C)cc3)oc2C)cc1 (stereo not given),-0.79,-0.25,.
Cc1cc(NC(=O)COC(=O)CSCc2ccc(Cl)c(Cl)c2)no1,0.12,0.27,.
CC(c1ccc(Br)cc1)N1CC23C=CC(O2)C(C(=O)O)C3C1=O (stereo not given),1.8,2.5,.
CN1CCN(S(=O)(=O)c2ccc(N(C)Cc3cccs3)nc2)CC1,1.2,1.2,.
CCCCCCCCC(=O)NC(NC(=S)N1CCOCC1)C(Cl)(Cl)Cl (stereo not given),-0.98,-1.1,-118
O=C1C2CCCN2C(=O)N1CCN1CCN(CCO)CC1 (stereo not given),1.5,0.32,33
CC(=O)c1ccc(OCC(O)COc2ccc(C(C)=O)cc2)cc1,-0.14,-0.53,.
COc1cc(C2CC(=O)c3cnc(N4CCN(Cc5ccccc5)CC4)nc3C2)cc(OC)c1OC (stereo not given),-0.52,0.06,.
CCn1c(=O)c(C(=O)Nn2c(C)nc3ccccc3c2=O)c(O)c2ccccc21,-2.5,-1.7,30
COc1ccc(NC(=O)C(c2cc3c(cc2[N+](=O)[O-])OCO3)N(C)Cc2ccccc2)cc1 (stereo not given),-0.96,-0.44,-30
CCOC(=O)C1CCN(C(=S)Nc2cc(OC)c(OC)cc2C(=O)OC)CC1,0.48,0.45,64
Cc1cc(-n2nc(C)cc2C)n2nc(C)c(-c3ccccc3)c2n1,0.38,1.2,27
COc1ccc(-n2c(Cn3c(=O)sc4ccccc43)nnc2SCC(=O)N2CCOCC2)cc1,1.5,1.3,.
CCCc1noc2c1/C(=N\O)CCC2,1.4,0.45,54
CC1CCN(c2c([N+](=O)[O-])c(=O)n(-c3ccccc3)c3ccccc23)CC1,-0.25,0.48,.
Nc1n[nH]c2c1C1(CCCC1)Cc1ccccc1-2,0.19,-0.03,15
COc1ccc(OCCC(=O)NC2=NCCS2)cc1,0,-0.35,-367
N#C/C(=C/c1ccc(F)cc1)c1nc(CCN2C(=O)c3ccccc3C2=O)cs1,-0.21,1.1,3
Cc1ccc(-c2nnc(C)c(N3CC(C)OC(C)C3)n2)cc1 (stereo not given),-0.41,-0.73,16
CCC(C)n1c(SCC(=O)Nc2cc(C)on2)nc2ccccc2c1=O (stereo not given),-0.62,-0.37,56
O=C(Nc1ccc(N2CCN(c3ccccc3)CC2)c(F)c1)C1CC1,.,.,?
Cc1c(NC(=O)C(C)OC(=O)c2cc(Cl)nc(Cl)c2)c(=O)n(-c2ccccc2)n1C (stereo not given),1.1,0.16,-14
COc1cc(OC)cc(C(=O)Nc2ccc(S(=O)(=O)N(C)C)cc2)c1,-0.11,0.35,-23
CC1CN(S(=O)(=O)c2ccc(C(=O)NCCCn3ccnc3)cc2)CC(C)O1 (stereo not given),.,.,-70
Cc1cc(C(F)F)n2ncc(C(=O)N3CCCCC3)c2n1,0.63,-0.52,-247
CC(C)(C)n1nnnc1C(c1cccnc1)N(Cc1ccccc1)Cc1ccco1 (stereo not given),-0.98,-0.3,-7
O=C(/C=C/c1ccc(Cl)cc1)NCc1ccncc1,0.92,0.5,-113

# Laid out differently: 19 of the compounds above.
compound	SDO1 yeast rescue	SDO1 yeast rescue Rescue 24 h	Insulin prom inh
CCn1c(=O)c(C(=O)Nn2c(C)nc3ccccc3c2=O)c(O)c2ccccc21	-2.5	-1.7	30
COc1ccc(NC(=O)C(c2cc3c(cc2[N+](=O)[O-])OCO3)N(C)Cc2ccccc2)cc1 (stereo not given)	-0.96	-0.44	-30
CCOC(=O)C1CCN(C(=S)Nc2cc(OC)c(OC)cc2C(=O)OC)CC1	0.48	0.45	64
Cc1cc(-n2nc(C)cc2C)n2nc(C)c(-c3ccccc3)c2n1	0.38	1.2	27
COc1ccc(-n2c(Cn3c(=O)sc4ccccc43)nnc2SCC(=O)N2CCOCC2)cc1	1.5	1.3	.
CCCc1noc2c1/C(=N\O)CCC2	1.4	0.45	54
CC1CCN(c2c([N+](=O)[O-])c(=O)n(-c3ccccc3)c3ccccc23)CC1	-0.25	0.48	.
Nc1n[nH]c2c1C1(CCCC1)Cc1ccccc1-2	0.19	-0.03	15
COc1ccc(OCCC(=O)NC2=NCCS2)cc1	0	-0.35	-367
N#C/C(=C/c1ccc(F)cc1)c1nc(CCN2C(=O)c3ccccc3C2=O)cs1	-0.21	1.1	3
Cc1ccc(-c2nnc(C)c(N3CC(C)OC(C)C3)n2)cc1 (stereo not given)	-0.41	-0.73	16
CCC(C)n1c(SCC(=O)Nc2cc(C)on2)nc2ccccc2c1=O (stereo not given)	-0.62	-0.37	56
O=C(Nc1ccc(N2CCN(c3ccccc3)CC2)c(F)c1)C1CC1	.	.	?
Cc1c(NC(=O)C(C)OC(=O)c2cc(Cl)nc(Cl)c2)c(=O)n(-c2ccccc2)n1C (stereo not given)	1.1	0.16	-14
COc1cc(OC)cc(C(=O)Nc2ccc(S(=O)(=O)N(C)C)cc2)c1	-0.11	0.35	-23
CC1CN(S(=O)(=O)c2ccc(C(=O)NCCCn3ccnc3)cc2)CC(C)O1 (stereo not given)	.	.	-70
Cc1cc(C(F)F)n2ncc(C(=O)N3CCCCC3)c2n1	0.63	-0.52	-247
CC(C)(C)n1nnnc1C(c1cccnc1)N(Cc1ccccc1)Cc1ccco1 (stereo not given)	-0.98	-0.3	-7
O=C(/C=C/c1ccc(Cl)cc1)NCc1ccncc1	0.92	0.5	-113

# Next records follow.
SMILES,SDO1 yeast rescue,SDO1 yeast rescue Rescue 24 h,Insulin prom inh
O=C(Nc1ccn(Cc2c(F)c(F)c(F)c(F)c2F)n1)c1ccc(COc2ccccc2Cl)cc1,-0.37,1.1,20
COc1ccc(CC(=O)Nc2c3c(nn2C(C)(C)C)CS(=O)C3)cc1 (stereo not given),1.2,0.78,.
CC(C)(Oc1ccc(Cl)cc1)C(=O)OCC(=O)Nc1ncc(Cl)cc1Cl,-0.34,-0.02,32
C/C(CCc1ccc2c(c1)OCO2)=N\NC(=S)NC(C)C,.,.,-79
COc1ccc(C2C(C#N)=C(N)Oc3cc4c(cc32)OCO4)cc1 (stereo not given),-2.5,-1.9,58
Cn1c(/N=C/c2c[nH]c3ccccc23)nc2ccccc21,-0.28,-0.88,.
N#CCCN1CCN(C(=S)c2ccc(-c3ccc(Cl)c(Cl)c3)o2)CC1,-3.1,-1.7,0
O=C(NC1CCCCC1)N1CCN(CCc2ccccc2)CC1,-0.48,-0.39,22
O=C(CN1CCOCC1)NCCC12CC3CC(CC(C3)C1)C2,0.13,0.16,0
COc1ccc(N2CCN(C(=O)CN(Cc3ccccc3)S(C)(=O)=O)CC2)cc1,0.12,-0.47,-26
CC(=O)NC1=NN(C(C)=O)C(c2ccc(F)cc2)S1 (stereo not given),.,.,83*
CC(=O)c1cnc2c(C(=O)O)cnn2c1C,0.88,0.74,17
O=C(NC1CCCCC1)C(c1ccco1)N(C(=O)c1csnn1)C1CCCC1 (stereo not given),-0.08,0.02,.
CCOc1ccccc1NC(=S)N(CCC(C)C)C1CCN(C(C)=O)CC1,.,.,-5
